# AI-2 QS mod – Vibrio harveyi AI-2 quorum sensing modulators, primary screen, JMH597 strain, luminescence/OD600 ratio. Vibrio harveyi JMH597 AI-2 luminescence/OD600 ratio, 9 h; hits give low values; strain lacks LuxN and CqsS sensors; 0 = neutral-control median. activity change, % at 7.5 µM. 300,000 compounds, 0.4% hits; in the data active = activity change below about -75%, passing the limit was not always enough; inconclusive = no clear call, values can overlap the other calls;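 note: luminescence divided by OD600 gain over 9 h not by final OD600 alone; inactives centre near 13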
# aSyn UTR inh – MLPCN primary screen, SNCA 5' untranslated region | alpha-synuclein 5'UTR reporter, inhibitor activity | inhibition, % (tested at 7.5 µM) | 300,000 compounds, 0.82% hits | AID 1813, 2009; in the data active = inhibition above about 60%; inconclusive = no clear call, values can overlap the other calls;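 note: H4 neuroglioblastoma cells stably carrying SNCA 5'UTR luciferase fusion; 0% = DMSO wells and 100% = positive control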
# HSF-1 act – HSF-1 activators, primary screen, NIH3T3-HGL cells, MG132 stress, luminescence, single point; NIH3T3-HGL HSF-1 luciferase reporter, 8 h; 100% = twice DMSO control signal; activation, % at 9 µM; 300,000 compounds, 1.7% hits; AID 504408, 2011;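 active = mean replicate activation of at least 50% with a set share of replicates each reaching 50%; inconclusive = only one of those two conditions met; inactive = mean below 50% and too few replicates reaching it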;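 note: 0% = median of the neutral control wells and 100% = twice that signal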
# IEC-6 tox – cytotoxicity in IEC-6 intestinal epithelial cells, primary screen, cytotoxicity control for KLF5 inhibitor project, cell-based, luminescence; inhibition, % at 5 µM; 290,000 compounds, 0.78% hits; AID 1825, 2009; IEC-6 cytotoxicity, luminescence viability; in the data active = inhibition above about 22%;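 note: 0% = plate median of test compound wells and 100% = cytotoxic reference compound wells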
# GSK3beta inhib – human GSK3beta kinase inhibitors, primary screen, biochemical, cell-free homogeneous, HTS. Glycogen synthase kinase-3 beta (Homo sapiens), P49841. GST-GSK3beta kinase, ADP-Glo luminescence, 60 min; hits give low values. activity score (negative = inhibition), % at 10 µM. 300,000 compounds, 0.038% hits. AID 2097, 2009;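 active = more than half of replicate wells score below -50%, meaning over 50% inhibition versus plate controls; inconclusive = some replicates but at most half score below -50%; inactive = no replicate scores below -50%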;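 note: 0% = median DMSO wells and -100% = median GW8510 positive control wells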
# Target sequence (P49841 whole entry, looked up): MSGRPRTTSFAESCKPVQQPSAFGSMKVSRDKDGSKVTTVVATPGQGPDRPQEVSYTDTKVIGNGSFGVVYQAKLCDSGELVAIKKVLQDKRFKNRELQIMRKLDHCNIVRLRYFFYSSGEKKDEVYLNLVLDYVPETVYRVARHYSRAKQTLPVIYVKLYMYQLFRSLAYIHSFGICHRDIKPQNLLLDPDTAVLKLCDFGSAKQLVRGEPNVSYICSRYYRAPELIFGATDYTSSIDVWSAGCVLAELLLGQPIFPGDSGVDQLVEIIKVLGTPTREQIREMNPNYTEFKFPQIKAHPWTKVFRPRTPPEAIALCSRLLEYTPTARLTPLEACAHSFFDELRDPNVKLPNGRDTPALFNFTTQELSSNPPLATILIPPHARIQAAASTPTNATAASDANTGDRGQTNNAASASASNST
#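 Assay system: GST-fused GSK3beta enzyme, cell-free / Medium: Tris pH 7.5 buffer with MgCl2, DTT, BSA, heparin / Also added: peptide substrate plus 25 µM ATP (final) / Compound: 10 µM single point / Timing: kinase reaction with compound 60 min at room temperature / Detection: ADP-Glo luminescence / Benchmarks: DMSO neutral wells and GW8510 at 20 µM as positive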
# KLF5 inhibitor – KLF5 expression inhibitors, primary screen, DLD-1 cells, luminescence. DLD-1 KLF5 promoter-luciferase reporter. inhibition, % at 5 µM. 290,000 compounds, 0.23% hits;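 active = inhibition above a per-plate limit of that plate's mean compound inhibition plus 3 SD, cut at about 60% in these data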;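 note: 0% = DMSO wells and 100% = LY294002 at 200 µM; higher means less KLF5 promoter-driven luciferase light; inactives centre near -14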
# HSP90 refold inh – HSP90 inhibitors, primary screen, cell lysate, luminescence. 290,000 compounds, 0.91% hits. Rabbit reticulocyte lysate, luciferase refolding luminescence, 3 h. AID 1789, 2009. inhibition, % at 5.6 µM;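 active = inhibition above the screen-wide mean plus 3 SD, computed separately per campaign, cut at about 16% in these data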;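 note: 0% = DMSO wells and 100% = 60 µM geldanamycin wells; inhibitors lower the luminescence because luciferase stays unfolded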
# PolyA inhibitor – polyadenylation inhibitors in yeast reporter cells, primary screen, luminescence, S. cerevisiae; S. cerevisiae SKY197-pL101 polyadenylation reporter, beta-gal luminescence; efflux-impaired pdr1/pdr3 knockout yeast; score 100 = 6 SD above DMSO; calls only at 12 µM; 300,000 compounds, 0.02% hits; AID 1875, 2009;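 active = lowest replicate activity score at least 50, where 100 means six control SD above control mean; inconclusive = lowest score under 50 but half or more replicates reach 50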;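 note: yeast exposed to compound for 9 h at 30 °C; higher score means more reporter readthrough which indicates perturbed polyadenylation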
# GSK3 alpha inh – blockers of GSK3A enzyme activity – biochemical, luminescence, cell-free homogeneous, HTS, primary screen; inhibition, % at 10 µM; 320,000 compounds, 0.1% hits; AID 2650, 2010; GSK-3 alpha kinase, ADP-Glo luminescence, 60 min;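 in the data active = inhibition above about 50%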;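 note: GST-tagged GSK-3 alpha with peptide substrate and 25 µM ATP; 0% = DMSO neutral wells and 100% = GW8510 positive control wells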
# Target sequence (P49840 whole entry, looked up): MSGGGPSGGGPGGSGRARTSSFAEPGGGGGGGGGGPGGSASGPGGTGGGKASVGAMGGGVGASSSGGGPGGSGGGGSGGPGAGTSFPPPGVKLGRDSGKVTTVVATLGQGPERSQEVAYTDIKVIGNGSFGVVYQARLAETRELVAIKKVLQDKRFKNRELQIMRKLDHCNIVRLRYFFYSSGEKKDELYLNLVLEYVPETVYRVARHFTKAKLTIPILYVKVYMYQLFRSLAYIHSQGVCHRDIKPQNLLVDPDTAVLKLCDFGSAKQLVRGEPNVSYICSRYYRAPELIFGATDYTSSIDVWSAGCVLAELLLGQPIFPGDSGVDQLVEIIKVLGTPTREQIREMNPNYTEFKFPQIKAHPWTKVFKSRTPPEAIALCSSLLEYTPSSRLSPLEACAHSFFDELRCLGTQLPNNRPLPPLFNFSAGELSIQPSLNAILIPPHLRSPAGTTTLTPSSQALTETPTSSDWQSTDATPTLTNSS
# HSF1 inhib – HSF1 inhibitors in luciferase reporter cells, primary screen, cell-based, NIH3T3, luminescence; NIH3T3-HGL HSE-luciferase, MG132-induced, luminescence 8 h; hits give low values; activity change, negative = inhibition, % at 7.5 µM (by protocol); 300,000 compounds, 0.77% hits;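 active = more than half of replicate wells show activity change below -50%, luminescence cut by over half; inconclusive = some wells, but at most half, below -50%; inactive = no replicate well below -50%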;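 note: luciferase reports HSF-1 transcriptional activity via heat shock element; 0% = median of DMSO wells and -100% = zero luminescence signal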
# An asterisk follows results filed as active; i = inactive; ? = inconclusive; / = no result given. Only part of the results is shown, so the mix of outcomes need not match the whole.
SMILES,AI-2 QS mod,aSyn UTR inh,HSF-1 act,IEC-6 tox,GSK3beta inhib,KLF5 inhibitor,HSP90 refold inh,PolyA inhibitor,GSK3 alpha inh,HSF1 inhib
CCOc1ccc(Br)cc1S(=O)(=O)Nc1cccc(S(=O)(=O)N(CC)CC)c1,33,8,-6,-4,1,-4,-4,i,0,-5
CC(C)CCNC(=O)Cc1ccccc1[N+](=O)[O-],5,-17,/,-3,0,7,0,i,-5,/
Cc1ccc(S(=O)(=O)NCCc2ccncc2)cc1C,5,4,-12,2,-1,-40,0,i,-2,4
Cc1ccc2sc(NNC(=O)C3COc4ccccc4O3)nc2c1C (stereo unspecified),/,/,/,2,/,16,-3,/,-2,/
CCCC(=O)Nc1nc(-c2ccc3c(c2)CCN3S(C)(=O)=O)cs1,18,-21,-2,-1,1,-20,-3,i,-6,-3
O=C(CSc1nc(-c2ccc(F)cc2)cc(C(F)(F)F)n1)NCCN1CCOCC1,25,14,-13,-2,3,-50,-1,i,2,-4
Cc1ccc(/C=C/C(=O)Nc2ccc(S(=O)(=O)Nc3onc(C)c3C)cc2)cc1,16,-5,-9,-2,1,-31,3,i,-5,-10
O=C1C2C3CCC(C3)C2C(=O)N1CNc1ccc(F)cc1 (stereo unspecified),25,-2,1,-1,-1,-29,-3,i,2,1
CCN(CC)C(=O)CCC(=O)Nc1ccc(C(=O)OC)cc1,31,-1,2,3,5,-1,7,i,/,3
O=C(O)C1C2C=CC3(CN(c4cccc(C(F)(F)F)c4)C(=O)C13)O2 (stereo unspecified),19,-3,-15,0,-22,-14,-3,i,-1,-2
C=CCN1C(=O)c2ccccc2Sc2ccc(C(=O)NC(C)C)cc21,0,23,12,3,1,-4,5,i,-6,4
Cc1nc2c(=O)n(C)c(=O)[nH]c2n1Cc1ccccc1,3,14,-3,-3,-1,-8,1,i,-3,5
CC(C)c1ccc(OCCCN2CCCC2)cc1,22,-14,-58,6,-4,-49,0,i,1,?
CCOC(=O)c1cc(-c2cccc(C(F)(F)F)c2)nc2nc(SC)[nH]c(=O)c12,27,11,-6,6,4,-12,1,i,-3,2
Cc1cccc(N(CC(=O)NC2CCCC2)C(=O)CS(=O)CC(=O)Nc2ccc3c(c2)OCO3)c1C (stereo unspecified),37,4,7,-2,0,-7,2,i,-2,-3
CC(=O)c1c(N2CCOCC2)nc(=S)n(-c2cc(C)ccc2C)c1C,20,0,9,-4,-3,-50,1,i,1,-3
Cc1ccc2c(c1)N(CC(=O)NC1CCCC1)C(=O)CO2,30,3,-13,-1,2,-12,0,/,-2,-9
CCC(C)N(C(=O)COC(=O)c1[nH]c(C)c(C(C)=O)c1C)C1CCS(=O)(=O)C1 (stereo unspecified),16,-8,-21,-3,-1,-33,2,i,-3,-5
Cc1nc2cc(C(F)(F)F)ccc2n1C1CCN(CC(=O)N2CCCC2)CC1,4,-10,-2,2,6,-27,3,i,-2,-9
O=C(Nc1ccc2c(c1)OCCO2)c1ccc(Br)o1,14,-114,39,8,-1,-99,6,i,1,19
Nc1cccc2c1C(=O)N(C(=O)c1ccc(Cl)c(S(=O)(=O)N3CCCCCC3)c1)C2=O,17,0,-5,0,-2,5,-4,i,2,1
CC(Nc1nc(N2CCCCC2)nc2ccccc12)c1ccccc1 (stereo unspecified),15,-16,3,-2,-4,-32,-2,i,/,-1
O=C1N[C@@H](Cc2cn(S(=O)(=O)c3ccc([N+](=O)[O-])cc3)c3ccccc23)C(=O)N[C@H]1Cc1ccccc1,11,-47,-2,/,0,/,/,i,0,9
O=C(NCCC1=CCCCC1)NC12CC3CC(CC(C3)C1)C2,35,-118,-29,2,3,-58,15,i,1,-24
CC(/C=N/NC(=O)c1nn(C)c(C)c1Br)=C\c1ccccc1,8,-122,28,5,-3,-149,-5,i,-2,20
C=CCOc1c(Br)cc(CNc2ccc(NC(=O)C(C)C)c(OC)c2)cc1OC,5,36,19,-3,0,-6,-1,i,-3,4
COc1cc(C(=O)NCCc2nc3ccccc3n2C)cc(OC)c1OC,12,2,11,4,3,2,1,i,1,7
CN1C(=O)NC(c2cccc([N+](=O)[O-])c2)C2=C1CCCC2=O (stereo unspecified),5,20,12,3,3,-24,-3,i,2,0
CC(=O)c1cccc(N(CC(=O)Nc2ccc(S(=O)(=O)N3CCOCC3)cc2)S(C)(=O)=O)c1,20,-21,-8,-3,1,-16,6,i,-1,-3
CC(C)(C)C(=O)C[n+]1cccc(C(N)=O)c1,12,8,-9,-5,0,-11,-1,i,0,-12
Cc1cc2c(NC(=O)CCCC(=O)O)cccc2nn1,8,-4,18,-7,0,-17,3,i,2,3
CCn1c(SCC(=O)N/N=C/c2ccc(C)o2)nnc1-c1ccc(C(C)(C)C)cc1,9,-28,-7,-4,-1,16,0,i,-1,1
N#Cc1c(-c2ccc3c(c2)OCO3)ccn2nc(-c3cccc(C(F)(F)F)c3)nc12,0,-30,0,-3,-2,1,0,i,-1,-2
O=[N+]([O-])c1ccc(C2CNC(c3ccccc3)O2)cc1 (stereo unspecified),22,-15,-2,0,0,-27,-2,i,-2,-3
C/C(=N\NC(=O)C1=NNC(=O)C1C)c1cccs1 (stereo unspecified),21,-81,1,7,2,-22,5,i,3,-3
C=CCN(C(=O)c1ccc2c(c1)nnn2C)c1ccccc1,22,6,-5,-4,2,-14,-3,i,-1,0
COc1cccc(-c2csc(N3CCN(C(=S)Nc4ccccc4C)CC3)n2)c1,11,-57,1,4,-3,-18,5,/,-1,-1
CCOc1nc2ccccc2nc1NS(=O)(=O)c1ccc(Cl)cc1,19,11,0,-10,-1,-25,-6,i,-4,-1
FC(F)(F)c1cccc(-c2nc3nc(Cl)c(Cl)nc3[nH]2)c1,-17,13,39,31*,0,-47,4,i,1,6
COc1ccccc1/C=C/C(=O)NCC(=O)N/N=C(/C)c1ccc(Cl)cc1,36,10,14,-2,-2,-5,-2,i,0,0
COc1cc(NC(=O)CSc2nnc3ccc(-c4cccnc4)nn23)cc(OC)c1,12,15,-13,/,3,/,/,i,-1,-9
NC(=O)C1CCN(C(c2ccccc2Cl)c2nnnn2CC2CCCO2)CC1 (stereo unspecified),21,-3,-16,-5,1,-29,0,i,-2,-9
O=C(Nc1ccc(C(O)(C(F)(F)F)C(F)(F)F)cc1)c1ccc(Cl)c([N+](=O)[O-])c1,12,-13,9,-1,-3,-26,0,i,-1,10
COc1cccc(-n2c(Cc3cc(=O)[nH]c(=O)[nH]3)nnc2SCc2cccc(C(F)(F)F)c2)c1,4,11,19,-3,1,-8,-2,i,1,-1
CN(C(=O)c1cc2c(s1)-c1ccccc1S(=O)(=O)C2)c1ccccc1F,7,-20,12,0,14,-30,4,i,-4,5
Cc1ccc(OCC(=O)NNC(=O)c2cccnc2)cc1C,-32,-28,-5,2,3,-10,-1,i,-1,0
CC(=O)N/C(=C/c1ccc2c(c1)OCO2)C(=O)O,4,3,6,-1,3,9,3,i,0,-8
CCCn1c(=O)n(C)c(=O)c2c(SC(C)C(=O)NCC3CCCO3)nc(CC(C)C)nc21 (stereo unspecified),2,10,13,/,-3,/,/,i,-3,1
CCOc1ccc2[nH]c3nc(SCC(=O)NC4CCCC4)nnc3c2c1,13,-73,4,2,-1,-1,-3,i,-1,-3
O=C(CNc1cccc2ccccc12)N/N=C/c1ccc(C(=O)O)cc1,8,-11,6,2,1,-35,-3,i,-2,2
CCN(C(=O)c1cc2cc3ccc(C)cc3nc2o1)c1ccc(OC)cc1,-5,-307,20,5,3,-60,1,i,1,12
Cc1cc(Br)ccc1SCC(=O)N1CCN(S(=O)(=O)c2ccccc2)CC1,66,12,10,-5,2,2,-1,i,-3,-6
CCC(=O)Nc1ccc(Cl)c(NC(=S)NC(=O)c2ccco2)c1,20,-51,49,-6,-2,1,0,i,/,13
O=S(=O)(NN=C1CCCCCC1)c1ccc(Cl)cc1,43,11,0,4,1,-7,2,i,2,-2
CC(NC(=O)c1ccccc1NC(=O)c1ccco1)c1ccccc1 (stereo unspecified),13,-9,-9,-1,4,-46,0,i,-1,2
COC(=O)Cn1cnc2c(nnn2-c2ccc(F)cc2)c1=O,17,0,-11,8,-2,-15,0,i,-3,-2
O=C(CC1C(=O)NCCN1Cc1cccc(F)c1)NC1CCCCC1 (stereo unspecified),24,-4,-14,2,0,-4,-2,i,-3,-3
O=C(NCc1ccccn1)C(=O)Nc1nc(C23CC4CC(CC(C4)C2)C3)cs1,47,8,15,-1,-3,-1,-2,i,-2,-1
O=C(NCCCc1ccccc1)c1ccc([N+](=O)[O-])cc1Cl,14,-83,-26,-12,-2,-45,0,i,-2,-13
COc1cccc(CNC(=O)c2cc(S(=O)(=O)N3CCCC3)cn2C)c1,30,3,8,-2,2,-20,1,i,-2,-5

# Carrying on.
SMILES,AI-2 QS mod,aSyn UTR inh,HSF-1 act,IEC-6 tox,GSK3beta inhib,KLF5 inhibitor,HSP90 refold inh,PolyA inhibitor,GSK3 alpha inh,HSF1 inhib
Cc1ccc(OCCSc2nnc(-c3ccncc3)n2C)cc1,34,-4,/,-3,-1,-7,0,/,3,/
Cc1ccc(NS(=O)(=O)c2cccc3cccnc23)c(Br)c1,-1,-11,2,-9,0,-21,2,i,-1,1
Cc1ccc(CSCC(=O)NCc2cccnc2)cc1,1,5,-8,-2,1,34,1,i,-2,1
COC(=O)c1[nH]c2ccccc2c1NC(=O)Oc1ccccc1,28,6,0,2,2,-5,5,i,-1,3
NC(=O)NCc1cccs1,10,13,-18,0,-1,7,-6,i,-3,-6
CN1CCN(/N=C/c2nc(-c3ccccc3)n3ccccc23)CC1,-1,-29,2,-6,1,2,4,i,1,-5
O=C(CN(CCN1CCOCC1)C(=O)Cn1nnc(-c2ccc(F)cc2)n1)NC1CCCCC1,-5,-52,-2,2,18,-18,3,i,-2,1
COC(=O)c1ccccc1Oc1ccc(NC(=O)C(C)(C)CCl)cc1,27,-17,-6,-3,0,-31,-4,i,0,0
